ROMK primary: human ROMK K+ channel modulation, primary screen; B-score at 10 µM; 130,000 compounds, 2% hits; P48048; Tet-inducible ROMK, thallium flux fluorescence; actives lie on both sides;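 active = signal ratio slope over the read window, or its plate-corrected B-score, at least 3 SD from the plate mean, either direction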;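 note: B-score of the F/F0 ratio slope over 7 to 12 s after thallium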
STAT1 inh: reduces IFN-gamma driven STAT1 reporter signal; AID 920; inhibition, % at 5.5 µM; NIH 3T3 STAT1-luciferase reporter, luminescence; 200,000 compounds, 0.35% hits;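 active = inhibition above a set limit, the mean inhibition across all tested compounds plus 3 SD, cut at about 34% in these data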;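 note: 0% = IFN-gamma with DMSO and 100% = IFN-gamma with 300 µM nifuroxazide; values of inactives mirror those of a sister screen read the other way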
STAT3 act: increases IL-6 driven STAT3 reporter signal. U3A cells, IL-6 STAT3-luciferase reporter, luminescence; 100% = signal with IL-6 EC80 alone. activation (% of control), % at 5.6 µM. 190,000 compounds, 0.91% hits. AID 871;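 active = activation above the screen-wide mean of compound activation plus 3 SD, cut at about 130% in these data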;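 note: 0% = background luminescence of wells with medium and substrate only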
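Material: STAT1-lacking human U3A cells, STAT3 luciferase reporter | Benchmarks: IL-6-only wells as 100% reference | Probe or stimulus: IL-6 (33 ng/mL) | Timing: Compound 1 h, then IL-6 6 h at 37 °C | Detection: Luminescence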
TLR4-MyD88 BLA: inhibitors of human TLR4-MyD88 binding; HeLa CL3-4 TLR4/MyD88 BLA complementation, FRET ratio; 200,000 compounds, 0.18% hits; inhibition, % at 8.4 µM; O00206+Q99836; in the data active = inhibition above about 25%;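 note: 0% = vehicle and 100% = reference inhibitor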
Target sequence (O00206 whole entry, looked up): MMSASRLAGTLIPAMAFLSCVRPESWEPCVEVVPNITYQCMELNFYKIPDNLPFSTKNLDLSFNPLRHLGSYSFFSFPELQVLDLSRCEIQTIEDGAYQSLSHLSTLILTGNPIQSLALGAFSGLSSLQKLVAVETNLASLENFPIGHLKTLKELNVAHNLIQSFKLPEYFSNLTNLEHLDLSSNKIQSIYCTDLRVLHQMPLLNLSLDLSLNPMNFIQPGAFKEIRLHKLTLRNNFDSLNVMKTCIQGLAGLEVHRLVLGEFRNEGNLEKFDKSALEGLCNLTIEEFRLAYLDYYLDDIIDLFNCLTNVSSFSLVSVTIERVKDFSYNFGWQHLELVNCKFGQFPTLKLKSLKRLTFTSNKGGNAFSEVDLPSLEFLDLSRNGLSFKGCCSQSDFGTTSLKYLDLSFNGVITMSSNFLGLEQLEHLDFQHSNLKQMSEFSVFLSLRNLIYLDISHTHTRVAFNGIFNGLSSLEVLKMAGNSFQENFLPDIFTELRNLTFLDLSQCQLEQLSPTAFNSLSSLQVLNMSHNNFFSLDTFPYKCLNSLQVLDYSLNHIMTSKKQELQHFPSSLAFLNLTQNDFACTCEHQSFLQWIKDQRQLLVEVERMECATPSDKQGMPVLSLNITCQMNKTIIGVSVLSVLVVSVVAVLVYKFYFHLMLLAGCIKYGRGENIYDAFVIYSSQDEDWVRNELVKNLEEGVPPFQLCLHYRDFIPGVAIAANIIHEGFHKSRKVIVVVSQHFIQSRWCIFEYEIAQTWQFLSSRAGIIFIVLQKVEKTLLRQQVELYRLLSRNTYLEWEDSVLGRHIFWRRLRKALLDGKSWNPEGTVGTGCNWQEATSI
Target sequence (Q99836 whole entry, looked up): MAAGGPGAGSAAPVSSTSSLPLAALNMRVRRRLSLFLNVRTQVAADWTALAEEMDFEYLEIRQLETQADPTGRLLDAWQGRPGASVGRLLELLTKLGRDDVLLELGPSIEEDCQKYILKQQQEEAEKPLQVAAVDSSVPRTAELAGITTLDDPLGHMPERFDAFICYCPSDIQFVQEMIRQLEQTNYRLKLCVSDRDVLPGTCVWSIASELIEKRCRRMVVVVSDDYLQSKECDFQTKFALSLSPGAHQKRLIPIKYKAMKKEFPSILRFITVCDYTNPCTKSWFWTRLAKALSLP
PPARg SRC3 recr: agonists of human PPARgamma SRC-3 coactivator recruitment. biochemical PPARgamma/SRC-3 coactivator recruitment assay. activation, % at 8 µM. P37231. 200,000 compounds, 0.26% hits; in the data active = activation above about 23%;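 note: 0% = DMSO and 100% = reference agonist; some compounds past the cut are filed as inactive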
PPARg SRC2 recr: PPARgamma-driven SRC-2 recruitment agonism; P37231; PPARgamma LBD-SRC-2 recruitment, biochemical; activation, % at 8 µM; 200,000 compounds, 0.34% hits; in the data active = activation above about 22%;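 note: 0% = vehicle and 100% = reference agonist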
SRC2 TRFRET art: counter-screen for PPARgamma SRC-2 recruitment agonists: TR-FRET artefact; active compounds read high; TR-FRET ratio at 8 µM; 200,000 compounds, 0.4% hits; in the data active = TR-FRET ratio above about 2000; note: inactives centre near 1500
RAM network inh: inhibitors of the yeast RAM network; S. cerevisiae dse1pr::URA3 reporter, 5-FOA growth OD615, 2 d; analog-sensitive cbk1-as2 kinase mutant strain; 190,000 compounds, 1.8% hits; inhibition, % at 50 µM;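 active = inhibition above a set limit, 3 SD over mean compound inhibition, cut at about 8.4% in these data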;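 note: 0% = DMSO-only wells with no growth and 100% = 10 µM 1-NA-PP1 full growth; inhibition rescues growth on 5-FOA so higher OD means more RAM inhibition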
S1P3 antag: antagonists of human S1P3 receptor. inhibition, % at 4.98 µM. 170,000 compounds, 0.27% hits. Q99500. CHO S1P3 NFAT-BLA reporter, FRET fluorescence, antagonist mode;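 active = inhibition above the plate cutoff, the mean inhibition of test wells on that plate plus 3 SD, cut at about 28% in these data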;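 note: cells challenged with S1P at its EC80 of 0.8 µM; blue over green emission ratio from cleaved BLA substrate after 4 h stimulation; 0% = S1P-stimulated wells and 100% = unstimulated DMSO-only wells; some compounds past the cut are filed as inactive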
STAT3 inh: reduces IL-6 driven STAT3 reporter signal | U3A cells, IL-6 STAT3-luciferase reporter, luminescence; host cell line lacks STAT1 | inhibition, % at 5.5 µM | 190,000 compounds, 0.89% hits;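 active = inhibition above the mean inhibition across all screened compounds plus 3 SD, cut at about 44% in these data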;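 note: 0% = DMSO only wells and 100% = 100 µM nifuroxazide control wells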
PPARg SRC-1 ag: agonists of human PPARgamma SRC-1 coactivator recruitment | P37231 | PPARgamma-SRC-1 coactivator recruitment biochemical assay | activation, % at 8 µM | 200,000 compounds, 0.41% hits | AID 631; in the data active = activation above about 19%;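 note: 0% = DMSO and 100% = reference agonist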
An asterisk follows results filed as active; . = no result given.

SMILES	ROMK primary	STAT1 inh	STAT3 act	TLR4-MyD88 BLA	PPARg SRC3 recr	PPARg SRC2 recr	SRC2 TRFRET art	RAM network inh	S1P3 antag	STAT3 inh	PPARg SRC-1 ag
O=C(NC1CC2CCCC(C1)N2Cc1ccccc1)C1CCCCC1 (configuration not stated)	-0.058	-1	102	7	7	7	1709	3.0	-9	2	10
O=C(COc1cccc(Cl)c1)NNC(=S)Nc1ccccc1	.	-1	98	-11	1	15	1622	1.9	-6	0	12
Cc1ccc2nc(-c3cccc(Br)c3)cc(C(=O)Nn3cnnc3)c2c1	0.66	-20	107	7	4	0	1404	-0.1	-9	-3	-1
Cc1[nH]n(-c2ccccc2)c(=O)c1/C=N/NC(=O)COc1ccccc1[N+](=O)[O-]	.	9	90	-22	3	0	1654	2.9	13	14	5
COc1ccccc1S(=O)(=O)Cc1ccc(C(=O)N2CCCC2)o1	.	-4	101	7	4	1	1727	2.2	-32	7	4
Cc1ccc(-c2nc(-c3cccnc3)sc2CC(=O)Nc2ccc(C)c(Cl)c2)cc1	0.075	14	104	5	0	13	2236*	3.4	9	-8	1
O=C(O)CCCn1cc(NC(=O)c2ccco2)cn1	0.09	-2	99	5	4	9	1677	1.9	2	6	7
O=C(CSc1nnc(-c2ccccc2Br)o1)N1CCc2ccccc2C1	.	-6	104	9	4	4	1609	17*	-20	2	5
COc1ccccc1-n1c(-c2ccc(Cl)cc2)c[nH]c1=S	0.57	-1	102	-21	4	3	1708	4.8	-2	3	6
Cc1ccc(NC(=O)Cn2cccc2)c(Br)c1	-1.2	-9	98	-7	-9	-6	1417	0.8	3	5	10
CCOC(=O)c1nn(-c2cc(C(=O)OC)cc(C(=O)OC)c2)cc1O	.	-2	96	-18	8	6	1545	1.3	-31	11	9
Oc1ccc(Nc2nnc(-c3ccc(O)cc3)c3ccccc23)cc1	0.51	-20	98	-4	-3	9	1580	-0.9	-17	4	9
COc1ccnc(Oc2ccc(F)cc2)c1C(=O)N/C=N/OCc1ccc(F)cc1	.	-1	102	10	-4	-12	1311	2.1	.	7	7
Cc1cc(C)nc(NC(=O)/C=C/c2ccccc2Cl)n1	.	1	90	-2	12	0	1576	1.1	.	19	-1
COc1ccc(N2CCN(C(=O)CN(CCc3ccccc3)S(C)(=O)=O)CC2)cc1	-1	0	96	-28	5	4	1687	3.9	.	6	0
C[C@H](N)c1nnc(SCc2c(Cl)cccc2Cl)o1	.	1	102	-7	-2	-7	1458	0.9	.	2	-2
COc1cccc(CNC(=O)CCC2CCCN(C(=O)c3cscn3)C2)c1 (configuration not stated)	0.42	2	103	0	0	1	1597	0.5	-9	0	10
COCC(=O)Oc1c(Sc2ccccc2[N+](=O)[O-])c(C)nn1C(C)(C)C	0.035	4	101	-5	0	-8	1391	2.0	-29	2	-1
COc1cc(/C=C2\C(=O)N(CCC#N)N=C2C)c(Br)cc1OC(C)C	0.28	0	107	-3	9	6	1624	2.4	.	-5	6
COc1cc(/C=N/NC(=O)CSc2cc(C)c(Br)cc2C)ccc1O	-0.8	4	77	-10	3	7	1680	-0.6	.	28	4
CCOC(=O)N1CCN(C(=O)c2ccc(NS(C)(=O)=O)cc2)CC1	.	4	96	-8	6	10	1356	0.1	12	8	2
COC(=O)C1C(=O)C2=C(CC1C)NC(C)=C(C(=O)OCc1ccc(OC)cc1)C2c1ccc(C)o1 (configuration not stated)	.	3	103	-3	6	5	1542	2.6	-2	-1	-5
CNc1nc(-c2ccc([N+](=O)[O-])cc2)cs1	.	-40	84	7	-14	2	1526	0.3	.	23	1
C=CCn1c(=NC(=O)C2COc3ccccc3O2)sc2cc(S(N)(=O)=O)ccc21 (configuration not stated)	0.31	2	96	-7	2	3	1532	5.8	4	2	5
CCNC(=S)N1CCN(CCNC2=CC(=O)CC(C)(C)C2)CC1	0.077	-4	99	-5	5	-1	1635	1.0	-12	3	-2
CCOC(=O)Nc1ccc([N+](=O)[O-])cc1OC	.	2	92	-1	-1	4	1642	.	.	18	4
Cn1c(=O)oc2cc(S(=O)(=O)NCCC(=O)NC3CCCC3)ccc21	0.46	-4	103	-10	-2	1	1557	0.8	-12	3	4
C=CCn1c(-c2cccc(OC)c2OC)n[nH]c1=S	1.9	15	82	-2	6	3	1513	-0.8	-4	26	-2
Cc1ccc(F)cc1NC(=O)c1cnccn1	0.22	-2	85	-14	1	9	1411	0.0	-9	25	5
COc1ccc(-c2csc(NC(=O)c3ccccc3C(=O)O)n2)cc1	0.89	10	93	5	0	2	1557	6.0	-14	14	-2
COc1ccc(NC(=O)c2cc(-c3ccccc3Cl)no2)cc1	.	-1	79	-6	2	0	1691	1.5	.	28	-1
COc1ccccc1CNC(=O)CCn1c(=O)oc2ccccc21	.	-8	102	-7	-4	2	1692	1.3	-33	3	-4
COc1ccc(OCc2nnc3n2N=C(c2ccc(OC)cc2)CS3)cc1	.	1	105	4	2	0	1659	0.3	18	3	3
CCOC(=O)c1[nH]c(C)c(CC(C)C)c1C	-0.34	-7	95	-11	-3	0	1431	-0.4	-12	8	2
CCOC(=O)C1CCN(c2c(NC3CCCCCCC3)c(=O)c2=O)CC1	.	-1	100	-6	7	6	1497	0.7	18	5	2
c1csc(-c2nc3c4ccccc4c4ccccc4c3[nH]2)c1	.	0	93	-1	4	4	1645	2.6	.	11	12
COCCCn1c(SCc2ccccc2)nc2cc(OC)c(OC)cc2c1=N	.	-5	106	-6	5	-5	1411	-1.1	.	-7	5
CCOC(=O)Cn1nc(C)cc1NC(=O)c1ccncc1	0.89	-2	94	-4	6	-4	1550	2.2	-5	10	0
Cc1cc(C)c(S(=O)(=O)Nc2cccc(S(=O)(=O)NC3=NCCC3)c2)c(C)c1	0.58	-7	103	6	4	-1	1614	0.2	-7	-3	6
N/C(=N\c1nc(CSc2nnnn2-c2ccccc2)cc(=O)[nH]1)Nc1ccccc1	-0.0091	-1	97	0	6	12	1871	3.4	11	9	9
N#CCCN(C(=O)CCl)c1cccc(Cl)c1	-2	21	83	9	-1	0	1541	1.2	-14	27	4
Cc1c(C)c2ccc(OCC(=O)N(C)C)c(C)c2oc1=O	-0.85	-9	96	19	3	-7	1570	-1.1	5	7	3
O=c1cc(C(F)(F)F)nc(-n2[nH]c3c(c2=O)CCCC3)[nH]1	.	4	95	-15	-6	10	1718	1.5	.	9	5
CC(=O)CC(c1ccc([N+](=O)[O-])cc1)c1c(O)c2ccccc2oc1=O (configuration not stated)	-0.18	-5	97	-1	-5	0	1465	0.1	.	7	-1
CC1CN(Cc2ccccn2)CCC1=O (configuration not stated)	0.27	2	102	-5	2	9	1617	2.5	-7	-2	-8
Cc1ccccc1OCCNc1cc(N2CC(C)NC(C)C2)ccc1[N+](=O)[O-] (configuration not stated)	-0.7	15	87	-10	3	7	1724	0.1	1	16	5
O=C(Nc1cccc(C(F)(F)F)c1)c1ccc(-n2cncn2)nc1	-0.16	20	84	-2	0	2	1605	-0.5	2	23	1
CCCCn1c(-c2ccoc2C)n[nH]c1=S	.	4	101	-5	1	12	1455	0.1	.	1	3
CCOCCCNCc1ccc(OCc2ccc(F)cc2)c(OC)c1	-1.1	2	97	9	-2	-7	1449	0.2	-13	5	0
C=CCc1cc(C(=O)N2CCCCC2)ccc1O	0.13	3	120	0	-2	2	1426	1.6	.	-22	4
COc1ccc(C(=O)ON=C2CCN(C)CC2)cc1	0.53	-2	104	-13	4	3	1457	-1.2	0	-3	-3
CC1=C(C#N)C(c2cccnc2)C2=C(CC(c3ccc(Cl)cc3)CC2=O)N1 (configuration not stated)	.	1	104	-19	10	12	1631	0.9	.	-3	3
CCOC(=O)N1CCN(C(=O)c2sc3nc(-c4ccc(F)cc4)cn3c2C)CC1	.	8	98	4	7	5	1591	0.5	1	7	1
COc1ccc(OCc2nnc(SCC(N)=O)n2-c2ccccc2OC)cc1	.	-1	97	-10	6	-1	1511	0.2	17	7	1
COc1cc(-c2nnc(SCC(=O)c3ccc(C)cc3)o2)cc(OC)c1OC	0.0028	-3	103	1	-2	6	1527	1.3	-30	0	-5
O=C(Nc1c(-c2ccccc2)nc2ccc(Cl)cn12)c1cccs1	-0.23	-10	102	-7	-3	-2	1472	2.5	1	-5	3
COc1cccc(C2CC(c3ccccc3Cl)n3nc(N)nc3N2)c1 (configuration not stated)	0.33	-3	115	-1	-4	-9	1302	3.9	.	-12	-5
Cc1ccc(S(=O)(=O)NC(=O)NCCc2ccccc2)cc1	1.5	2	93	13	-2	-3	1431	-1.5	9	13	1
Cc1cc(N/N=C/c2ccc([N+](=O)[O-])o2)nc2ccccc12	-0.69	0	83	12	9	10	1789	0.3	10	25	11
COc1ccc(OC)c(C(=O)c2coc3ccc(OCC(=O)O)cc23)c1	2.8*	1	107	-9	1	1	1256	0.9	.	-2	1

2 of the compounds above, as a markdown table:
| structure | ROMK primary | STAT1 inh | STAT3 act | TLR4-MyD88 BLA | PPARg SRC3 recr | PPARg SRC2 recr | SRC2 TRFRET art | RAM network inh | S1P3 antag | STAT3 inh | PPARg SRC-1 ag |
| --- | --- | --- | --- | --- | --- | --- | --- | --- | --- | --- | --- |
| N#CCCN(C(=O)CCl)c1cccc(Cl)c1 | -2 | 21 | 83 | 9 | -1 | 0 | 1541 | 1.2 | -14 | 27 | 4 |
| CCCCn1c(-c2ccoc2C)n[nH]c1=S | . | 4 | 101 | -5 | 1 | 12 | 1455 | 0.1 | . | 1 | 3 |

(more compounds)
SMILES	ROMK primary	STAT1 inh	STAT3 act	TLR4-MyD88 BLA	PPARg SRC3 recr	PPARg SRC2 recr	SRC2 TRFRET art	RAM network inh	S1P3 antag	STAT3 inh	PPARg SRC-1 ag
CC(C)N(Cc1ccccc1)C(=S)NCCN1CCOCC1	.	1	105	11	-3	0	1325	1.4	-13	-1	-9
COc1ccc(-c2nc(C#N)c(NCC3CCCO3)o2)cc1OC (configuration not stated)	2.6	-8	103	9	-4	-5	1508	-0.4	1	3	0
O=[N+]([O-])c1cc(Cl)cc(/C=N\Nc2ccccn2)c1O	.	3	90	0	1	-1	1672	-0.8	.	19	3
CC1(NC(=O)NCc2ccco2)CCS(=O)(=O)C1 (configuration not stated)	.	-2	90	-1	-3	5	1421	0.1	-1	12	-8
CCn1cc([C@@H]2C[C@H]3CN(Cc4cccc(Cl)c4)C(=O)[C@]34CCCN24)cn1	-0.25	4	101	0	-7	0	1532	0.5	-4	10	2
CCC(NC(=O)Nc1nccs1)(C(F)(F)F)C(F)(F)F	-0.011	9	101	-22	-3	0	1299	1.1	.	0	-6
NC(=O)COC(=O)c1ccc(C(=O)C(=O)c2ccccc2)cc1	0.11	-8	98	3	-1	1	1645	1.6	-1	8	-1
O=C(CCNC(=O)c1ccccc1Cl)Nc1ccc(Cl)c(C(F)(F)F)c1	-1.3	3	102	-7	1	3	1611	4.8	-2	-2	6
CCCOc1ccc(NC(=O)OC2CCN(C)CC2)cc1	-0.0033	2	109	0	0	2	1538	-0.1	1	-10	0
Clc1ccc(-c2nnc(-c3ccccc3)nc2-c2c[nH]c3ccccc23)cc1	0.78	9	122	0	9	0	1334	7.6	0	-25	-2

Compound activity deposited in PubChem BioAssay by several laboratories.
